Screens (PubChem)
TCR activator = T cell receptor activation; primary human leukocytes, anti-CD3, IL-2 HTRF, 48 h; Potency, µM (highest dose often 9.22 µM), without a hit: top-dose activation of IL-2 secretion, usual class: activators; 330,000 tested, under 10 active; AID 504894; also: % of control where 0% means no effect
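Using a-CD3 beads without co-stimulation, primary human leukocytes were exposed to compounds for 48 hr. An HTRF IL-2 kit measured the cytokine, with europium-to-d2 energy transfer producing emission at 665nm upon 320nm excitation.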
PTAP TSG101 blk = blocks PTAP/TSG101 interaction to inhibit HIV-1 budding | 340,000 tested, under 10 active | Fluorescence polarization, FITC-PTAP peptide / Tsg101 binding | Q99816 | Potency, µM (doses to about 115 µM), for inactives: at the top dose activity change, negative = inhibition, usual class: inhibitors; active = well fitted inhibition curve with a large enough effect in the main read-out, with a control signal flat, not every such curve was filed as active; inconclusive = small, poorly fitted or top-dose-only effect, or effect the other way, or a change in a side signal; inactive = no such curve, though single readings can be large or run the other way; also: potency is read from the fitted curve at half-maximal effect; % of control where 0% means no effect
Target sequence (Q99816 whole entry, looked up): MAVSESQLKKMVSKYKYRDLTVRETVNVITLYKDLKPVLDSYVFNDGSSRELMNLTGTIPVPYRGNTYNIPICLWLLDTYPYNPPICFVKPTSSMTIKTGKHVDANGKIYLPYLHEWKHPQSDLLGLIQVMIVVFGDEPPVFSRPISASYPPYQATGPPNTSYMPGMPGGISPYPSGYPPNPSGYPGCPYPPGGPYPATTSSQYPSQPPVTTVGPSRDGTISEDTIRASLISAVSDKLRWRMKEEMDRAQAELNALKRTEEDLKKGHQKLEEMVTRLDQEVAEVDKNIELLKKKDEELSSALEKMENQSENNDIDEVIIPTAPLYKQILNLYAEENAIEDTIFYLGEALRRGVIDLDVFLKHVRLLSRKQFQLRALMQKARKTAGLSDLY
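Fluorescence anisotropy tracks displacement of a FITC-tagged PTAP peptide (50 nM) from the Tsg101 binding domain (10 uM), following a 20 min room-temperature incubation at pH 7.5.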
TSHR antagonist = antagonists of human thyroid stimulating hormone receptor; P16473; TSHR-expressing cells, TSH-stimulated cAMP HTRF, 2 h; stronger effect = lower value; activity change, negative = inhibition, % at 11.5 µM; 330,000 tested, 0.2% active;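 active = activity change below a set negative limit, meaning inhibition stronger than a set level, cut at about -70% in these data; inconclusive = activity change between two set negative limits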; also: % is scaled to controls: 0 for no effect and ±100 for the full control effect
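Cell-based HTRF cAMP assay; TSHR cells + compound, TSH EC80 (4nM final), 2 h, 37 deg C. Lysis with anti-cAMP cryptate and cAMP-d2, 30 min RT, read 665/620 nm.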
S-ASM inh = inhibitors of human secretory acid sphingomyelinase; AID 504937; placental ASM, HMU-PC fluorogenic substrate, 60 min; Potency, µM (series often up to 57.5 µM), without a hit: top-dose activity change, negative = inhibition, actives largely listed as inhibitors; P17405; 340,000 tested, 0.006% active; also: potency is read from the fitted curve at half-maximal effect
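Fluorescence read-out (Ex 386 nm, Em 447 nm) after stopping the reaction at pH 10. Enzyme: ASM from human placenta; substrate HMU-PC0, 9 uM final; 60 min, 37 °C. Compound preincubation 10 min, ambient temperature.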
Tb PFK inh = T. brucei PFK enzyme inhibition; O15648; T. brucei PFK, ADP-Glo luminescence; Potency, µM (titrated, usually from 57.5 µM), for the others: at the highest dose activity, negative = inhibition, hits mostly inhibitors; 330,000 tested, 0.17% active; AID 485367;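 also: potency is read from the fitted curve at half-maximal effect; 0% = uninhibited 1x PFK enzyme wells and -100% = no-enzyme wells; nearly all actives have a fitted effect of over 60% in size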
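Luminescent ADP detection (ADP-Glo, two-step: ATP depletion then ADP-to-ATP conversion for luciferase) reported PFK activity after 45 min room-temperature reaction of 1.25 nM enzyme with 0.5 mM F6P and 0.1 mM ATP at pH 8.0.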
Integrin act MD = activates integrin-mediated alleviation for muscular dystrophy; 350,000 tested, 0.064% active; alpha7betagal myoblasts, beta-gal FDG fluorescence, 48 h; Potency, µM (titrated, usually from 38.3 µM), for inactives: at the highest dose activation, hits mostly activators;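 also: potency is read from the fitted curve at half-maximal effect; 100% = response of the positive control SU9516; nearly all actives have a fitted effect of over 60% in size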
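alpha7betagal+/- myoblasts (passage 13, 250/well) treated 48 h at 37C with compounds at 1:260 dilution of DMSO stock. Lysed, then beta-galactosidase activity read as FDG fluorescence (ex 480/em 540) after 30 min, with pre-read for autofluorescence.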
Chronic BCR inh = blocks chronic active B-cell receptor signaling | 340,000 tested, 0.05% active | ABC-DLBCL IkBa-CBG/CBR reporter, luminescence ratio, 4 h | Potency, µM (top dose mostly 46.1 µM), inactives show at the highest dose ratio change, negative = lower green/red ratio, actives largely listed as inhibitors; active = well fitted inhibition curve with a large enough effect in the signal ratio, with a control signal flat, not every such curve was filed as active; inconclusive = small, poorly fitted or top-dose-only effect, or effect the other way, or a change in a side signal; the % refers to the signal ratio;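 also: potency is read from the fitted curve at half-maximal effect; plate controls were basal doxycycline-induced cells for no effect and cells given 10 µM MG132 for full effect; MG132 reads +100%, hits lower the ratio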
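Concentration-response series (up to 46 uM) were applied to TMD8 dual-reporter cells for 4 h at 37C with doxycycline. Green/red ratio, after filter-overlap correction, defined %Activity; red signal alone was normalised to basal cells and zero luminescence.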
ELG1 repair inh = blocks ELG1-dependent DNA repair in HEK293T cells. 330,000 tested, 2.3% active. HEK293T ELG1-luciferase reporter, luminescence, 16 h; DNA damage induced by 5-fluorouridine. Potency, µM (series often up to 46.1 µM), for the others: at the top dose activity change, negative = inhibition, most hits filed as inhibitors. AID 504467; also: potency is read from the fitted curve at half-maximal effect; % is scaled to controls: 0 for no effect and ±100 for the full control effect; nearly all actives have a fitted effect of over 55% in size
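5-Fluorouridine DNA damage + compound/DMSO, 2,000 cells/well, 16 h, 37 °C/5% CO2. ONE-Glo, 30 min RT, luminescence. Readout = decrease in reporter signal.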
Mito fusion yeast = blocks mitochondrial division or promotes mitochondrial fusion | Potency, µM (doses to about 46.1 µM), without a hit: at the top dose growth rescue (activation), actives largely listed as activators | AID 485298 | S. cerevisiae fusion-defective mutant growth rescue, CellTiterGlo 48 h | 320,000 tested, 0.23% active;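 also: potency is read from the fitted curve at half-maximal effect; % of control where 0% means no effect; nearly all actives have a fitted effect of over 45% in size; temperature-sensitive fusion mutants such as fzo1-1 at 37 °C on non-fermentable ethanol glycerol medium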
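Growth-rescue viability read-out: after 48 h at the non-permissive 37C in glycerol/ethanol YPEG, yeast mitochondrial fusion mutants are measured by CellTiterGlo luminescence; compounds (23 nl pinned per well) restoring growth score as division inhibitors or fusion activators.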
Eya2 inh = Eya2 (human) phosphatase inhibition | Potency, µM (top dose mostly 76.9 µM), for the others: at the top dose activity, negative = inhibition, hits mostly inhibitors | 330,000 tested, 0.006% active | recombinant Eya2, OMFP fluorescence dephosphorylation (OMFP is methylfluorescein phosphate) | AID 488837; also: potency is read from the fitted curve at half-maximal effect; % is scaled to controls: 0 for no effect and ±100 for the full control effect
Target sequence (O00167 whole entry, looked up): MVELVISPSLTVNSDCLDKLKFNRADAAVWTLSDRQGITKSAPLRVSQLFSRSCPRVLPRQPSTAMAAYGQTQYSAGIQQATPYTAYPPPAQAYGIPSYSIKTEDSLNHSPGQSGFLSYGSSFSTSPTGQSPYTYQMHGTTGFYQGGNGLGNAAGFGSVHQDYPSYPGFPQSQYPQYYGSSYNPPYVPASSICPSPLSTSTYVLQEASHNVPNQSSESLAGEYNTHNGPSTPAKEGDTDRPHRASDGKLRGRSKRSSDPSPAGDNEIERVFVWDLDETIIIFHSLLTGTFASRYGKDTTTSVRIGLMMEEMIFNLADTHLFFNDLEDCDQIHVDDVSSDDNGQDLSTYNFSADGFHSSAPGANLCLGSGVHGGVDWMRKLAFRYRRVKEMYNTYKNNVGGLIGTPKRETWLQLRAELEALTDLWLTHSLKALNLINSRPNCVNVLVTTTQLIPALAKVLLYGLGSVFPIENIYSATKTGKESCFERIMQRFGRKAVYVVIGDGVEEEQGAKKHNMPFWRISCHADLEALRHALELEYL
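Eya2 (0.2 uM) preincubated 10 min at ambient with compound, then OMFP substrate added at 50 uM; 10 min reaction in 50 mM HEPES pH 7.5, 50 mM NaCl, 5 uM MgCl2, 0.05% BSA, 1 mM DTT. Fluorescence read at Ex 485/Em 525 nm.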
AT treatment = candidate therapy for ataxia-telangiectasia | […] A-T fibroblasts, KAP-1 phosphorylation AlphaLISA; neocarzinostatin DNA damage 30 min before lysis | Potency, µM (titrated, usually from 57.5 µM), for the others: at the top dose activation, actives largely listed as activators | 320,000 tested, 0.19% active | AID 485349; also: potency is read from the fitted curve at half-maximal effect; % of control where 0% means no effect; nearly all actives have a fitted effect of over 45% in size
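ATM-like activity read as KAP-1 phosphorylation via AlphaLISA donor/acceptor antibody pairs after lysis and 6 hr at 25C. Cells were ATM-null patient fibroblasts ([…], hTERT), dosed 60 min, then exposed to the DSB inducer NCS for 30 min.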
Numbers without * were called inactive; ? = inconclusive; . = not tested or not shown; [ ] = remark or other dose. Unless noted, calls follow the shape of the dose curve; as a rule, active = well fitted curve in the direction sought with a large enough effect; inconclusive = small, poorly fitted or top-dose-only effect, or another doubt; inactive = no such curve, though single readings can be large; an effect the other way counts as inactive or inconclusive.

Fields: TCR activator	PTAP TSG101 blk	TSHR antagonist	S-ASM inh	Tb PFK inh	Integrin act MD	Chronic BCR inh	ELG1 repair inh	Mito fusion yeast	Eya2 inh	AT treatment
> O=[N+]([O-])c1ccccc1OCCCN1CCc2ccccc2C1
    1%	-1%	-1	1%	0%	-16%	-4%	1%	-3%	-16%	5%
> CC(=O)c1ccc(NC(=O)CNCC(c2ccccc2)N(C)C)cc1 (centres undefined)
    2%	-3%	1	2%	-6%	-13%	-1%	0%	-1%	?	-2%
> CCCCc1nnc(NC(=O)CCc2ccccc2)s1
    3%	-3%	73	1%	2%	24%	9%	3%	-4%	6%	16%
> COc1ccc(S(=O)(=O)Nc2ccccc2C(=O)NCc2cccnc2)cc1
    8%	-3%	-4	0%	3%	0%	-2%	-2%	-3%	-3%	-3%
> COc1cccc(C(=O)Nc2ccc(N3CCN(Cc4ccccc4)CC3)cc2)c1
    3%	-10%	0	-2%	6%	-19%	0%	-26%	3%	2%	1%
> Cn1c(C(=O)NC2CCCCC2)cc2c(=O)n(C)c3ccccc3c21
    0%	1%	-5	-4%	3%	8%	?	?	4%	3%	5%
> CCCCCC[n+]1c(-c2ccccc2)csc1Nc1ccccc1
    -8%[46.1 µM]	0%	-10	1%	17%	19%	?	1%	-24%	-9%	-1%
> Cc1sc(NC(=O)Cn2nc(C(F)(F)F)cc2C)c(C(=O)OC(C)C)c1C
    3%	0%	6	-11%	0%	4%	-1%	-3%	-1%	4%	1%
> COc1ccc(CCNS(=O)(=O)c2ccc(OC)c(OC)c2)cc1OC
    1%	-7%	-8	0%	-8%	22%	1%	-1%	4%	9%	1%
> Cc1ccc(S(=O)(=O)CCC(=O)Nc2nnc(-c3ccccc3S(C)(=O)=O)o2)cc1
    2%	-3%	24	.	-4%	-2%	?	4%	1%	5%	-2%
> CC1CCc2nc(NC(=O)CN3CCN(c4ccc(F)cc4)CC3)sc2C1 (centres undefined)
    4%	-9%	-4	-4%	-5%	10%	28%	-26%	10%	-19%	0%
> CCN1CCN(c2ccc(NC(=O)c3ccc(C#N)cc3F)cc2Cl)CC1
    7%	-1%	0	0%	0%	-18%	4%	6%	-8%	-2%	-2%
> O=C(C1CCCN(S(=O)(=O)c2cccc3nonc23)C1)N1CCN(c2ccccc2Cl)CC1 (centres undefined)
    5%	4%	-7	-9%	2%	-34%	0%	23µM*	?	8%	-11%
> Cc1ccc(-c2csc3nc(CN(C)Cc4ccccc4)[nH]c(=O)c23)cc1
    0%	15%	5	-4%	8%	19%	?	-12%	20%	11%	11%
> CCCCCCN(C(=O)CCCCCN1C(=O)NC(c2ccc(-c3ccccc3)cc2)C(C(=O)OCc2ccccc2)=C1C)C(C(=O)NCCCC)c1ccc(O)c(C(=O)OC)c1 (centres undefined)
    .	.	1	.	-5%	.	0%	12%	10%	-10%	-16%
> CC(NC(=O)c1ccc(N)cc1)c1ccccc1 (centres undefined)
    4%	-3%	1	-1%	-2%	?	-1%	3%	2%	4%	5%
> COc1ccc(OCC(=O)OCC(=O)Nc2ccc3[nH]c(=O)[nH]c3c2)cc1
    3%	-2%	13	7%	30µM*	-18%	0%	?	-3%	7%	1%
> O=C1c2ccccc2C(=O)N1CC(O)CN1CCOCC1 (centres undefined)
    2%[46.1 µM]	-6%	2	2%	-5%	-14%	-3%	0%	0%	1%	11%
> NC(=O)C1CCN(C(=O)COc2ccc3ccc(=O)oc3c2)CC1
    -6%	0%	2	25%	1%	-5%	0%	-17%	-2%	15%	1%
> COc1ccc(NC(=O)C2CC(=O)N/C(=N/N=C/c3ccco3)S2)cc1 (centres undefined)
    1%	0%	-6	3%	-6%	12%	-1%	-2%	-7%	9%	19%
> COc1ccc(CNCC(O)(c2ccccc2)c2ccccc2)cc1
    -17%	-1%	1	6%	-4%	-20%	?	-8%	-22%	-8%	16%
> Cc1ccsc1/C=C1\SC(N2CCOCC2)=NC1=O
    2%	-3%	35	-5%	0%	16%	-14%	?	2%	-5%	-15%
> Cc1cc(C(=O)OCC(=O)NCc2ccccc2)c(C)o1
    7%	-3%	-2	2%	12%	0%	7%	4%	-2%	6%	-1%
> CCn1c(CSc2nc3ccccc3s2)n[nH]c1=S
    -4%	-3%	-13	2%	0%	-4%	-8%	?	3%	21%	.
> COc1ccc2cc(S(=O)(=O)NCCCN3CCOCC3)ccc2c1
    6%	0%	-11	5%	5%	-23%	-1%	?	0%	-12%	.
> COc1cccc(N2CCN(C(=O)C3CCN(S(=O)(=O)c4cccs4)CC3)CC2)c1
    -9%	-6%	-4	-2%	-5%	-28%	0%	-7%	15%	-5%	-2%
> CCn1c(C)c(P(=O)(N2CCOCC2)N2CCOCC2)c2ccccc21
    -3%	-2%	-2	2%	-3%	-5%	-2%	3%	-1%	-11%	-2%
> COc1ccc(C(=O)NNC(=O)CSc2nnc(COc3ccc4ccccc4c3)n2C)cc1
    -4%	0%	-1	-1%	-2%	11%	-15%	-17%	1%	0%	1%
> Cc1cc(=O)[nH]c(N/N=C/c2c(O)n(-c3ccccc3)c(=O)c3ccccc23)n1
    -4%[46.1 µM]	3%	4	14%	?	14%	-6%	-3%	1%	8%	-6%
> CCOC(=O)N1CCN(C(=O)CS(=O)(=O)Cc2nc(-c3ccccc3C)oc2C)CC1
    5%[46.1 µM]	-11%	2	3%	1%	18%	-8%	-13%	-1%	-14%	-1%
> COc1ccccc1OCCNC(=O)CN1C(=O)NC2(CCCCC2)C1=O
    1%	-1%	-6	0%	0%	-14%	0%	11%	-7%	-3%	2%
> CCOCCCNC(=O)CCSc1ccc(C)cc1
    -1%[46.1 µM]	-3%	0	3%	-1%	11%	-20%	2%	0%	-2%	-8%
> COc1ccc(C2C(C(=O)OC(C)C)=C(C)N=c3s/c(=C\c4cccs4)c(=O)n32)cc1 (centres undefined)
    5%	-5%	5	-21%	3%[0.46 µM]	-14%	11%	12%	5%	4%	-3%
> CSc1nc2ccc(S(=O)(=O)N3CCc4ccccc43)cc2s1
    5%	-5%	20	-8%	-1%	-10%[7.66 µM]	0%	?	1%	6%	-2%
> COC(=O)c1c(C)[nH]c(C(=O)CSc2nnnn2-c2ccccc2)c1C
    -4%	0%	7	0%	-1%	8%	5%	21%	1%	22%	0%
> C=CCn1c(-c2cccs2)nc2ccccc21
    1%	-2%	-10	5%	-6%	-5%	-1%	26%	-13%	5%	8%
> Cc1ccc(-n2c(SCC(=O)OC(C)C)nnc2-c2ccccn2)cc1
    -1%	0%	1	2%	-3%	5%	0%	3%	-2%	-4%	2%
> OCC1=C[C@@H](O)[C@@H]2C=CO[C@@H](O[C@@H]3O[C@H](CO)[C@@H](O)[C@H](O)[C@H]3O)[C@H]12
    -3%	1%	46	-8%	-7%	15%	1%	19%	.	2%	32%
> Cc1cc(C)n(S(=O)(=O)c2ccc(Cl)cc2)n1
    .	-2%	2	1%	0%	-24%	0%	-7%	1%	-4%	12%
> CN(C)CC(C)(C)CNCc1cc(=O)oc2ccc3ccccc3c12
    2%	-3%	4	-4%	3%	-24%	-16%	-3%	-8%	5%	7%
> COc1ccccc1CNC(=O)CCNS(=O)(=O)c1cccc2nonc12
    0%	-2%	-19	-15%	0%	1%	-4%	-6%	-5%	1%	4%
> O=C(c1cc(-c2ccco2)on1)N1CCCc2ccccc21
    -9%	-8%	-10	0%	-2%	8%	?	?	11%	-11%	-2%
